Bioassay records as filed in PubChem.
M5 ag – agonists of human muscarinic M5 receptor (CHRM5); P08912; CHO-K1 hM5 cells, Fluo-8 calcium fluorescence; 0% DMSO wells, 100% maximal acetylcholine response; activation, % at 3 µM; hit rate 0.19% among 360,000; AID 624037;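 active = activation above the run's mean over test compounds plus 3 SD, cut at about 23% in these data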;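 also: signal is peak over basal fluorescence ratio across the kinetic read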
Target sequence (P08912 whole entry, looked up): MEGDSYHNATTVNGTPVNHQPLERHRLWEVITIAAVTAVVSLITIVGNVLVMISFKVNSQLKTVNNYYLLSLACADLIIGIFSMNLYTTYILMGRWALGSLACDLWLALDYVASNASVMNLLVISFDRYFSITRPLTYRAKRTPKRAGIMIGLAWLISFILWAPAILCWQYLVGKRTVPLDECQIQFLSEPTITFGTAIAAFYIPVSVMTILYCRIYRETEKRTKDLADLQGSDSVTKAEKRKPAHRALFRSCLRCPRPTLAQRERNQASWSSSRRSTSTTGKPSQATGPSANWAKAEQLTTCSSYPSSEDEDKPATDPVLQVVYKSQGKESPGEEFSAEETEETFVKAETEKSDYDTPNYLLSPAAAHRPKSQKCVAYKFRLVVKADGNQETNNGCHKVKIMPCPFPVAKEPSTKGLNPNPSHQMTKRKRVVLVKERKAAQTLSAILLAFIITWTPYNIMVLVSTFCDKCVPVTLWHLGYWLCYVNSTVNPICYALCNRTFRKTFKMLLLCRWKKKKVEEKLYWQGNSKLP
CHO-K1 Ca antag – M1 antagonist counterscreen hit in parental CHO-K1 cells | inhibition, % at 3 µM | hit rate 0.6% among 360,000 | ATP-induced calcium, Fluo-8 fluorescence | AID 602250;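 active = inhibition above a per-plate cutoff, the plate's mean sample inhibition plus 3 SD, cut at about 24% in these data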;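 also: 0% = DMSO plus EC80 ATP and 100% = DMSO alone without ATP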
CHRM4 agonist – CHRM4 agonism in calcium assay; P08173; CHO-K1 hM4/Gqi5, Fluo-8 calcium fluorescence; vehicle 0%, full acetylcholine response 100%; activation, % at 3 µM; hit rate 0.14% among 360,000;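 active = activation above the run mean over all test wells plus 3 SD, cut at about 32% in these data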;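 also: peak over basal fluorescence ratio per well then scaled between controls; 0% = DMSO wells and 100% = acetylcholine at EC100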
Target sequence (P08173 whole entry, looked up): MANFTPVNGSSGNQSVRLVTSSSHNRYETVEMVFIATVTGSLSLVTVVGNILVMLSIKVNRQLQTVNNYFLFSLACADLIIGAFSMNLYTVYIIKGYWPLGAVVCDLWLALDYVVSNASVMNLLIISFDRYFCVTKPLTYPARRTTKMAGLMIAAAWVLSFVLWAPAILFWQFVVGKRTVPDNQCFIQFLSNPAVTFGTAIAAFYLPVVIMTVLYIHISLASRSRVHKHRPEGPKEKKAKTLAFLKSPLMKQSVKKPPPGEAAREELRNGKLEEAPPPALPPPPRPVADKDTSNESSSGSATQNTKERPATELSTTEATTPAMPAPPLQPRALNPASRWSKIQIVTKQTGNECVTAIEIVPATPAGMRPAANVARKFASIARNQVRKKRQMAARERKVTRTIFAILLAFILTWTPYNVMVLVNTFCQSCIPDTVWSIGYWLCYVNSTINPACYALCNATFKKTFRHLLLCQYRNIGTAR
CHO-K1 Ca PAM – nonselective activator or artifact in parental CHO-K1 calcium assay; hit rate 0.02% among 360,000; ATP EC20, Fluo-8 calcium fluorescence; 0% at ATP EC20, 100% at ATP max; activation, % at 3 µM;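 active = activation above the run cutoff, the mean activation of all test compounds plus 3 SD, cut at about 40% in these data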;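 also: peak over basal fluorescence ratio in a 140 s read after ATP addition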
M4 antag – antagonists of human muscarinic M4 receptor (CHRM4) | P08173 | CHO-hM4 cells, ACh EC80, Fluo-8 calcium fluorescence | inhibition, % at 3 µM | hit rate 0.73% among 360,000 | AID 624125;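 active = inhibition above its plate's cutoff, the mean inhibition of sample wells plus 3 SD, cut at about 27% in these data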;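 also: 0% = acetylcholine EC80 with DMSO and 100% = DMSO without agonist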
CHRM5 antagonist – blocks acetylcholine activation of human M5 receptor | P08912 | CHO-hM5 cells, Fluo-8 calcium fluorescence, ACh EC80 | hit rate 0.59% among 360,000 | inhibition, % at 3 µM | AID 624040;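 active = inhibition above a per-plate cutoff, the mean of that plate's test compounds plus 3 SD, cut at about 27% in these data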;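 also: 0% = acetylcholine EC80 with DMSO and 100% = DMSO without agonist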
CHRM4 PAM – positive allosteric modulators of human muscarinic M4 receptor; activation, % at 3 µM; hit rate 0.4% among 360,000; CHO-K1 hM4/Gqi5, Fluo-8 calcium fluorescence, ACh EC20; 0% = ACh EC20, 100% = maximal ACh; P08173;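 active = activation above its plate's cutoff, the mean activation of sample wells plus 3 SD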; also: some results filed as inactive read as strong as hits
M5 PAM – potentiates acetylcholine response at human M5 receptor; activation, % at 3 µM; CHO-K1 hM5, Fluo-8 calcium, ACh EC20 PAM; 0% = ACh EC20, 100% = ACh EC100; hit rate 0.3% among 360,000; P08912;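 active = activation above the run cutoff, the mean activation of all test compounds plus 3 SD, cut at about 18% in these data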
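system = human M5 receptor in CHO-K1 cells | reagent = EC20 acetylcholine as agonist stimulus | compound dosing = single-point, 3 µM nominal | incubation = Fluo-8 loading 80 min at 37 °C plus 30 min room temperature | detection = Fluo-8 calcium dye fluorescence, kinetic read | benchmarks = low control EC20 acetylcholine (0%), high control EC100 acetylcholine (100%)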
M1 ag parental – M1 agonist counterscreen hit in parental CHO-K1 cells | AID 602248 | hit rate 0.48% among 360,000 | Fluo-8 calcium fluorescence; scaled to maximal ATP response, vehicle zero | activation, % at 3 µM; in the data active = activation above about 15%;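 also: untransfected CHO-K1 host cells lacking M1 receptor as counterscreen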
Numbers without * were called inactive.

For CCCCN1C(=O)C(NC(C)=O)c2ccccc21 (centres undefined) the results were M5 ag -2, CHO-K1 Ca antag -3, CHRM4 agonist 2, CHO-K1 Ca PAM 13, M4 antag -8, CHRM5 antagonist -3, CHRM4 PAM 15, M5 PAM 11 and M1 ag parental 0.4.
For CC(O/N=C\c1ccccc1O)C(=O)Nc1ccccc1C(=O)N1CCOCC1 (centres undefined) the results were M5 ag -1, CHO-K1 Ca antag -2, CHRM4 agonist 3, CHO-K1 Ca PAM 21, M4 antag -6, CHRM5 antagonist -1, CHRM4 PAM -1, M5 PAM 1 and M1 ag parental 1.4.
Screening C/C(=N/NC(=O)Cc1cccs1)c1ccco1 returned M5 ag -4, CHO-K1 Ca antag -3, CHRM4 agonist 0, CHO-K1 Ca PAM 13, M4 antag 0, CHRM5 antagonist 6, CHRM4 PAM 14, M5 PAM -3 and M1 ag parental 0.2.
`C(#Cc1ccccc1)CN1CCCCC1` gave M5 ag -10, CHO-K1 Ca antag -12, CHRM4 agonist 2, CHO-K1 Ca PAM 18, M4 antag -7, CHRM5 antagonist 0, CHRM4 PAM 1, M5 PAM -1 and M1 ag parental 2.7.
Screening OC(c1ccccc1)c1nc(-c2cc3ccccc3o2)cs1 (centres undefined) returned M5 ag 4, CHO-K1 Ca antag 5, CHRM4 agonist 9, CHO-K1 Ca PAM 5, M4 antag -2, CHRM5 antagonist -3, CHRM4 PAM 4, M5 PAM -1 and M1 ag parental 3.3.
`O=C(COC(=O)COc1ccc(Cl)cc1Br)NC1CCCCCC1` gave M5 ag 2, CHO-K1 Ca antag -8, CHRM4 agonist 0, CHO-K1 Ca PAM -7, M4 antag 6, CHRM5 antagonist 8, CHRM4 PAM 7, M5 PAM 7 and M1 ag parental -0.1.
`CC(=O)N/C(=C\c1cccc([N+](=O)[O-])c1)C(=O)NC1CCCCC1` gave M5 ag -1, CHO-K1 Ca antag -4, CHRM4 agonist 0, CHO-K1 Ca PAM 12, M4 antag 9, CHRM5 antagonist 6, CHRM4 PAM -2, M5 PAM -1 and M1 ag parental 0.4.
Cc1ccc(-c2nn3c(C)nnc3c3ccccc23)cc1S(=O)(=O)N(C)CCO was read as M5 ag 0, CHO-K1 Ca antag -5, CHRM4 agonist 2, CHO-K1 Ca PAM 13, M4 antag 11, CHRM5 antagonist -6, CHRM4 PAM 11, M5 PAM 7 and M1 ag parental 0.7.
`O=C(CNc1ccc(Cl)cc1)c1ccc(Br)cc1` gave M5 ag -2, CHO-K1 Ca antag -8, CHRM4 agonist 1, CHO-K1 Ca PAM 10, M4 antag 2, CHRM5 antagonist 7, CHRM4 PAM 0, M5 PAM 6 and M1 ag parental 1.3.
`CCC(C)c1ccc(NC(=O)COC(=O)c2nc3nccc(C)n3n2)cc1` (centres undefined) gave M5 ag 0, CHO-K1 Ca antag -6, CHRM4 agonist 1, CHO-K1 Ca PAM 11, M4 antag 3, CHRM5 antagonist -1, CHRM4 PAM 1, M5 PAM 6 and M1 ag parental 0.0.
For CCOC(=O)c1c(C)sc2c1N(C(C)=O)c1cc(Cl)ccc1S2 the results were M5 ag -10, CHO-K1 Ca antag 6, CHRM4 agonist 3, CHO-K1 Ca PAM 8, M4 antag -2, CHRM5 antagonist 18, CHRM4 PAM -1, M5 PAM -7 and M1 ag parental 1.6.
For OC(CCCCN1CCCCC1)c1ccccc1 (centres undefined) the results were M5 ag -4, CHO-K1 Ca antag -23, CHRM4 agonist 1, CHO-K1 Ca PAM 4, M4 antag 12, CHRM5 antagonist 5, CHRM4 PAM -2, M5 PAM -2 and M1 ag parental 0.5.
Screening O=C(Nc1cccc(-c2nc3ccccc3s2)c1)c1ccc2c(c1)OCO2 returned M5 ag -1, CHO-K1 Ca antag -24, CHRM4 agonist 6, CHO-K1 Ca PAM 15, M4 antag -12, CHRM5 antagonist 3, CHRM4 PAM 2, M5 PAM -7 and M1 ag parental 1.6.
`O=C1Nc2cc(C(=O)NCCCN3CCOCC3)ccc2S/C1=C/c1cccc(Cl)c1` gave M5 ag -3, CHO-K1 Ca antag -19, CHRM4 agonist 6, CHO-K1 Ca PAM 5, M4 antag -9, CHRM5 antagonist -13, CHRM4 PAM 3, M5 PAM 6 and M1 ag parental 2.9.
`CCOC(=O)/C=c1\s/c(=C(\C#N)C(N)=O)n(-c2ccccc2)c1=O` gave M5 ag 4, CHO-K1 Ca antag -6, CHRM4 agonist 3, CHO-K1 Ca PAM -3, M4 antag -7, CHRM5 antagonist -3, CHRM4 PAM 0, M5 PAM 7 and M1 ag parental 0.5.
Screening Cc1ccc2cc(CCNC(=O)CC(C)(C)C)c(=O)[nH]c2c1C returned M5 ag 1, CHO-K1 Ca antag -15, CHRM4 agonist 2, CHO-K1 Ca PAM 13, M4 antag -12, CHRM5 antagonist 0, CHRM4 PAM 4, M5 PAM -3 and M1 ag parental 0.4.
CCOC(=O)N1CCN(C(=O)c2ccc(OC)cc2)CC1 was read as M5 ag -1, CHO-K1 Ca antag -18, CHRM4 agonist 1, CHO-K1 Ca PAM 0, M4 antag -1, CHRM5 antagonist 6, CHRM4 PAM 7, M5 PAM 0 and M1 ag parental 0.5.
Screening CSc1nnc(SCc2nc3sc(C(=O)O)c(C)c3c(=O)[nH]2)s1 returned M5 ag 3, CHO-K1 Ca antag -3, CHRM4 agonist 1, CHO-K1 Ca PAM -14, M4 antag 2, CHRM5 antagonist -8, CHRM4 PAM 0, M5 PAM 8 and M1 ag parental 1.2.
For O=C(O)c1cccc(-n2cccc2/C=C2\SC(=O)N(Cc3ccccc3F)C2=O)c1 the results were M5 ag -2, CHO-K1 Ca antag -11, CHRM4 agonist -1, CHO-K1 Ca PAM 3, M4 antag -7, CHRM5 antagonist -6, CHRM4 PAM 0, M5 PAM 1 and M1 ag parental 0.1.
For Cc1ccc(S(=O)(=O)NCC(=O)OCC(=O)N2CCN(C(=O)c3ccco3)CC2)cc1C the results were M5 ag 1, CHO-K1 Ca antag 5, CHRM4 agonist 1, CHO-K1 Ca PAM -20, M4 antag 3, CHRM5 antagonist 1, CHRM4 PAM 3, M5 PAM -2 and M1 ag parental -0.3.
For O=C(/C=C\c1cccs1)N1CCN(Cc2ccc3c(c2)OCO3)CC1 the results were M5 ag -3, CHO-K1 Ca antag -11, CHRM4 agonist 1, CHO-K1 Ca PAM 22, M4 antag -6, CHRM5 antagonist 3, CHRM4 PAM 2, M5 PAM 4 and M1 ag parental 0.6.
For COc1ccccc1CCNC(=O)C1CCC(=O)N(Cc2ccccc2OC)C1 (centres undefined) the results were M5 ag 0, CHO-K1 Ca antag 5, CHRM4 agonist 1, CHO-K1 Ca PAM -11, M4 antag 0, CHRM5 antagonist -8, CHRM4 PAM 4, M5 PAM -2 and M1 ag parental 0.1.
`N#CCCN1CCN(S(=O)(=O)c2ccc(S(=O)(=O)NC3CCCC3)cc2)CC1` gave M5 ag 0, CHO-K1 Ca antag 4, CHRM4 agonist 1, CHO-K1 Ca PAM 10, M4 antag 10, CHRM5 antagonist 0, CHRM4 PAM -3, M5 PAM -4 and M1 ag parental 0.7.
COc1ccc(/C=C2\CN(Cc3ccccc3)C/C(=C\c3ccc(OC)cc3OC)C2=O)c(OC)c1 was read as M5 ag 3, CHO-K1 Ca antag 9, CHRM4 agonist 13, CHO-K1 Ca PAM 4, M4 antag 12, CHRM5 antagonist 20, CHRM4 PAM -10, M5 PAM -22 and M1 ag parental 3.9.
Cc1ccc(C(=O)N2CCc3ccccc32)cc1NC(=O)c1ccco1 was read as M5 ag -6, CHO-K1 Ca antag -13, CHRM4 agonist 3, CHO-K1 Ca PAM 13, M4 antag -14, CHRM5 antagonist 10, CHRM4 PAM 14, M5 PAM 2 and M1 ag parental 0.8.
Screening CC(C)CCc1c(O)nc(SCC(C)C)[nH]c1=O returned M5 ag 3, CHO-K1 Ca antag 0, CHRM4 agonist 0, CHO-K1 Ca PAM -10, M4 antag 8, CHRM5 antagonist 3, CHRM4 PAM -5, M5 PAM -1 and M1 ag parental -0.3.
O=C(NCc1ccc(F)cc1)C(=O)Nc1nc(C23CC4CC(CC(C4)C2)C3)cs1 was read as M5 ag -2, CHO-K1 Ca antag -18, CHRM4 agonist 0, CHO-K1 Ca PAM 18, M4 antag 7, CHRM5 antagonist -1, CHRM4 PAM -1, M5 PAM -1 and M1 ag parental 1.2.
`COC(=O)CNC(=O)Cc1c(C)n(C(=O)c2ccc(Cl)cc2)c2ccc(OC)cc12` gave M5 ag -5, CHO-K1 Ca antag -4, CHRM4 agonist 1, CHO-K1 Ca PAM 6, M4 antag 4, CHRM5 antagonist 18, CHRM4 PAM -3, M5 PAM -6 and M1 ag parental 1.6.
For CC(C)NC(=O)N1CCCN(c2nc3ccc(Cl)cc3s2)CC1 the results were M5 ag -1, CHO-K1 Ca antag -6, CHRM4 agonist 4, CHO-K1 Ca PAM 6, M4 antag -8, CHRM5 antagonist 4, CHRM4 PAM -6, M5 PAM 6 and M1 ag parental 4.8.
For CC(C)N1C(=S)N(Cc2ccco2)C(=O)C1CC(=O)Nc1ccccc1 (centres undefined) the results were M5 ag 2, CHO-K1 Ca antag -13, CHRM4 agonist 8, CHO-K1 Ca PAM 9, M4 antag -4, CHRM5 antagonist 7, CHRM4 PAM 1, M5 PAM -3 and M1 ag parental 3.3.
Screening O=C(Cc1noc2ccccc12)NNC(=S)Nc1ccc(Cl)cc1 returned M5 ag 0, CHO-K1 Ca antag -8, CHRM4 agonist 2, CHO-K1 Ca PAM 9, M4 antag 6, CHRM5 antagonist 3, CHRM4 PAM 5, M5 PAM -3 and M1 ag parental 1.4.
CCN1CCN(CCOCCOc2ccccc2)CC1 was read as M5 ag -3, CHO-K1 Ca antag -3, CHRM4 agonist 0, CHO-K1 Ca PAM 13, M4 antag -7, CHRM5 antagonist 11, CHRM4 PAM -7, M5 PAM -7 and M1 ag parental 0.4.
CN(C)/C(=N\S(=O)(=O)c1ccc(F)cc1)c1ccccc1 was read as M5 ag -3, CHO-K1 Ca antag -6, CHRM4 agonist 1, CHO-K1 Ca PAM 5, M4 antag 5, CHRM5 antagonist 3, CHRM4 PAM -1, M5 PAM 2 and M1 ag parental 0.3.
O=C(N/N=C/c1ccc(OC(=O)c2ccccc2Cl)cc1)c1ccccn1 was read as M5 ag -3, CHO-K1 Ca antag -9, CHRM4 agonist 5, CHO-K1 Ca PAM 15, M4 antag -16, CHRM5 antagonist 2, CHRM4 PAM 0, M5 PAM -5 and M1 ag parental 1.1.
Cc1cc(C)cc(CC2CC(=O)N(c3nc(C)cc(C)n3)C2=O)c1 (centres undefined) was read as M5 ag -9, CHO-K1 Ca antag 5, CHRM4 agonist 1, CHO-K1 Ca PAM -21, M4 antag 1, CHRM5 antagonist 3, CHRM4 PAM 3, M5 PAM 0 and M1 ag parental 0.1.
Screening Cc1ccc2[nH]c(C(=O)N/N=C/c3ccc([N+](=O)[O-])cc3)c(C)c2c1 returned M5 ag -1, CHO-K1 Ca antag -8, CHRM4 agonist 3, CHO-K1 Ca PAM 21, M4 antag -10, CHRM5 antagonist 6, CHRM4 PAM -1, M5 PAM -2 and M1 ag parental 3.6.
